Screening data (PubChem BioAssay)
CHO-K1 Ca PAM: counter-screen for M1 PAMs: effect in parental CHO-K1 cells. AID 602247. activation, % at 3 µM. 360,000 compounds, 0.02% hits. ATP EC20, Fluo-8 calcium fluorescence; 0% at ATP EC20, 100% at ATP max;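 active = activation above the run cutoff, the mean activation of all test compounds plus 3 SD, cut at about 40% in these data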;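 also: peak over basal fluorescence ratio in a 140 s read after ATP addition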
CHO-K1 Ca ag: nonselective activator or artifact in parental CHO-K1 cells; 360,000 compounds, 0.48% hits; Fluo-8 calcium fluorescence; scaled to maximal ATP response, vehicle zero; activation, % at 3 µM; in the data active = activation above about 15%;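 also: untransfected CHO-K1 host cells lacking M1 receptor as counterscreen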
TAAR1 ag: human TAAR1 agonism | activation, % at 3 µM | 360,000 compounds, 0.99% hits | CHO RD-HGA16 TAAR1, Fluo-8 calcium fluorescence; vehicle wells 0%, saturating PEA agonist 100% | Q96RJ0;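 active = activation above the mean activation of all test compounds in the run plus 3 SD, cut at about 38% in these data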
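Benchmarks: low control DMSO, high control PEA (EC100); System: CHO RD-HGA16 cells carrying human TAAR1 plus Gα16; Detection: Fluo-8 fluorescence, 5 s baseline then 140 s kinetic read; Schedule: 17-24 h plating, Fluo-8 75 min 37 °C, 30 min RT; Read-out basis: % activation from peak over basal fluorescence ratio, DMSO-to-PEA scaled.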
CHO-K1 Ca antag: M1 antagonist counterscreen hit in parental CHO-K1 cells; ATP-induced calcium, Fluo-8 fluorescence; inhibition, % at 3 µM; 360,000 compounds, 0.6% hits; AID 602250;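 active = inhibition above a per-plate cutoff, the plate's mean sample inhibition plus 3 SD, cut at about 24% in these data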;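 also: 0% = DMSO plus EC80 ATP and 100% = DMSO alone without ATP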
OXTR potentiate: potentiates the human oxytocin receptor response. P30559. CHO-OTR cells, Fluo-8 calcium fluorescence, potentiator mode; 0% = oxytocin EC15, 100% = EC100. activation, % at 3 µM. 320,000 compounds, 0.061% hits;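 active = activation above that plate's cutoff, the mean activation of tested compounds plus 3 SD, cut at about 6.6% in these data, passing the limit was not always enough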;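 also: 100% uses oxytocin at 75 nM as the full agonist control; some results filed as inactive read as strong as hits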
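Assay system: CHO cell line stably expressing human OTR | Also added: Oxytocin at about EC15, sub-maximal agonist stimulus | Times: Compound 6 min at room temperature before oxytocin, 100 s read | Measured by: Fluo-8 intracellular calcium fluorescence, ex 470-495, em 515-575 nm | Controls: EC15 oxytocin alone as 0%, 75 nM oxytocin as 100%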
CHRM1 agonist: activates human CHRM1 receptor | AID 588814 | activation, % at 3 µM | CHO-K1 hM1, Fluo-8 calcium fluorescence, agonist mode; 0% DMSO, 100% acetylcholine EC100 | 360,000 compounds, 0.33% hits | P11229;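 active = activation above the run's mean compound activation plus 3 SD, cut at about 16% in these data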;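 also: peak over basal fluorescence ratio within a 140 s kinetic read after compound addition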
Target sequence (P11229 whole entry, looked up): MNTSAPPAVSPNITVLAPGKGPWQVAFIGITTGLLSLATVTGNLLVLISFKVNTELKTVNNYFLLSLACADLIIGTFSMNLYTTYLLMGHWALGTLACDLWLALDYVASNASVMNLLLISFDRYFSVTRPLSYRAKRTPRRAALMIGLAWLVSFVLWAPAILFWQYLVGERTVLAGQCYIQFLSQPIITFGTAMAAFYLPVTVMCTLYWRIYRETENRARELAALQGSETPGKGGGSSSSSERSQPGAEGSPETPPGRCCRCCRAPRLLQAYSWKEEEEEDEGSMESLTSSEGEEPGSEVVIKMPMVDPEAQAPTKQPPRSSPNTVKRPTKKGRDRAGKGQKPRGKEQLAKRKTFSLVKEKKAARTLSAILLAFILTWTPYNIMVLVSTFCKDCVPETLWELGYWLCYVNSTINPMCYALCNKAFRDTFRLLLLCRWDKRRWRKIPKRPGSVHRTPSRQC
V1aR counter: V1a receptor agonism, counter-screen for OXTR agonists; P37288; CHO-V1R cells, Fluo-8 calcium fluorescence, agonist mode; 0% DMSO, 100% 3 nM vasopressin; activation, % at 3 µM; 320,000 compounds, 0.25% hits; AID 2797;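 active = activation above the mean activation of all tested compounds plus 3 SD, per screening run, cut at about 20% in these data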;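 also: signal is peak over basal fluorescence ratio across a 100 second FLIPR read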
Target sequence (P37288 whole entry, looked up): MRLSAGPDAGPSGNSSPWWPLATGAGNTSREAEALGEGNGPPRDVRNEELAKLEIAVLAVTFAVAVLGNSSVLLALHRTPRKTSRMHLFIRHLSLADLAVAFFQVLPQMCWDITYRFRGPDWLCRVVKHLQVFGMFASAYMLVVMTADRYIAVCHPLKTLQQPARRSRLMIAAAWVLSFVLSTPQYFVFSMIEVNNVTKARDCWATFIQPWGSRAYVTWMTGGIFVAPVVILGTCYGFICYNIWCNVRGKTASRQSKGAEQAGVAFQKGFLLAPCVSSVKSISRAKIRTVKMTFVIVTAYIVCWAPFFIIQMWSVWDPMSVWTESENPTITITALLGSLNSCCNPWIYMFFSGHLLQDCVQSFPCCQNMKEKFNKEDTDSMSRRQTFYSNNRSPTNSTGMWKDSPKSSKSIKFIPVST
TAAR1 antag: antagonists of human TAAR1. CHO RD-HGA16 TAAR1, Fluo-8 calcium fluorescence, antagonist. inhibition, % at 3 µM. 360,000 compounds, 1.5% hits. AID 624466;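 active = inhibition above a per-plate cutoff, the mean inhibition of test compounds on that plate plus 3 SD, cut at about 49% in these data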;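 also: 0% = DMSO plus EC80 beta-PEA response and 100% = DMSO alone without agonist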
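Assay system: CHO-derived RD-HGA16 cells stably expressing human TAAR1 plus Gα16. Timing: 140 s kinetic read after compound, 140 s after agonist. Technique: kinetic Fluo-8 calcium fluorescence measurement. Measure: % inhibition of agonist calcium response.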
CHO parental Ca: counter-screen: ATP calcium response change in parental CHO cells; parental CHO-K1, ATP-induced calcium, Fluo-8 fluorescence; inhibition, % at 5.6 µM; AID 463079; 330,000 compounds, 0.63% hits;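 active = inhibition above that plate's mean sample inhibition plus 3 SD, cut at about 26% in these data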;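 also: 0% = ATP-challenged DMSO wells and 100% = DMSO wells without ATP; some compounds past the cut are filed as inactive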
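Material – parental CHO cells · Reagent – ATP stimulus · Compound – single nominal dose of 5.6 µM per compound · Detection – Fluo-8 fluorescence · Read-out basis – percent inhibition of calcium signal · Controls – ATP-challenged DMSO wells low, unchallenged DMSO wells high · Repeats – no replicates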
Active calls of the source: *; . = not tested or not shown.

SMILES	CHO-K1 Ca PAM	CHO-K1 Ca ag	TAAR1 ag	CHO-K1 Ca antag	OXTR potentiate	CHRM1 agonist	V1aR counter	TAAR1 antag	CHO parental Ca
COc1ccc([N+](=O)[O-])cc1C(=O)NCCOc1ccc(Cl)cc1	11	5.8	6	-4	-9	-7	8.4	9	8
OCCN(C=NC1=NN(c2cccc(C(F)(F)F)c2)CC1)CCO	-4	-0.4	4	5	-5	-2	-0.8	4	-15
Cc1cccc(/C=C/c2onc(C)c2S(=O)(=O)N2CCC(C(=O)N3CCCCC3)CC2)c1	-13	-0.1	.	4	-13	-2	0.2	.	-21
O=C(Nc1ccccc1Cl)c1cccs1	-5	0.6	6	9	6	-5	-0.6	-3	-9
O=C(CN1C(=O)S/C(=C\c2ccccc2)C1=O)Nc1cc([N+](=O)[O-])ccc1O	6	5.7	7	3	-4	0	-0.3	20	-22
COc1ccc(-c2cc(-c3ccccc3)n3ncnc3n2)cc1	21	1.4	4	-12	-7	-5	-1.1	17	-14
COc1ccc(C)c2sc(NC(=O)CCS(=O)(=O)c3ccccc3)nc12	11	6.0	10	-11	-8	0	5.0	18	-6
O=C(N/C(=C/c1ccc([N+](=O)[O-])cc1)C(=O)N1CCOCC1)c1ccco1	15	0.1	0	-6	-9	-2	1.0	-29	-2
Cc1cccc(CN(C(=S)Nc2c(C)cccc2C)c2cccnc2)c1	7	1.0	2	2	-4	-5	1.6	7	-8
O=C(Cc1ccccc1)NNC1CC(=O)N(c2ccc(Br)cc2)C1=O (stereo unspecified)	28	1.1	1	-12	-5	-3	0.1	14	1
CN1CCC(N(C)C(=O)COc2ccccc2Cl)CC1	9	0.6	-1	-12	-5	-8	0.4	-4	-3
COc1ccc(N(CC(=O)N2CCCCCC2)S(=O)(=O)c2ccccc2[N+](=O)[O-])c(OC)c1	33	1.2	6	-20	-10	-5	0.0	-5	-18
O=C(NC1CCC(O)CC1)c1ccc(NS(=O)(=O)c2cccc([N+](=O)[O-])c2)cc1 (stereo unspecified)	20	1.6	1	-16	-7	-5	0.1	1	2
Cn1nc(C(C)(C)C)cc1C(=O)N1CCCCC1c1cc(C(=O)N2CCOCC2)no1 (stereo unspecified)	4	0.2	2	7	.	-1	.	-22	.
Cc1cnc(C(=O)Nc2cccc3ncccc23)cn1	-6	-0.2	21	8	-7	0	0.4	0	-15
CN(NC(=O)c1ccco1)c1nc2ccccc2nc1C(F)(F)F	17	0.1	7	-2	-3	-5	0.2	14	-8
COC(=O)Cn1c(C)c(C(C)=O)c(C(C)=O)c1C	-8	-0.3	8	12	-6	1	1.2	-8	-7
COc1ccc(NC(=O)C2Cc3cccc(OC)c3O/C2=N\O)cc1 (stereo unspecified)	-4	1.3	3	-12	-5	-3	1.3	3	-4
CCCc1nc2nc(C)c(NS(=O)(=O)c3ccc(Cl)cc3)c(=O)n2[nH]1	4	0.9	-2	-1	-7	-2	0.2	6	11
O=C(c1ccc2oc(CCc3ccccc3)nc2c1)N1CCC(O)CC1	6	0.9	3	-7	-4	0	1.4	-9	-3
COc1cc2c(cc1OC)C(C)N(CC(=O)Nc1ccc(S(=O)(=O)N3CCCC3)cc1)CC2 (stereo unspecified)	2	4.2	2	-12	-10	-3	6.5	0	-8
CC(=O)C1=C(O)C(=O)N(c2cccnc2)C1c1cccc([N+](=O)[O-])c1 (stereo unspecified)	11	1.7	0	-2	-6	-3	-1.7	3	-6
N/N=C(\c1ccccc1)C12CN3CN(CN(C3)C1)C2	19	0.2	5	4	-10	-9	0.2	-13	4
COc1cc(CCN(C(=O)c2cc3ccccc3[nH]2)C(C)c2nc3ccccc3[nH]2)cc(OC)c1 (stereo unspecified)	0	3.9	2	14	.	-9	.	65*	.
CCCCNC(=O)c1nc(C2CCN(S(=O)(=O)c3ccccc3C(F)(F)F)CC2)oc1-c1cccc(C(F)(F)F)c1	20	1.2	1	-11	.	0	.	12	.

Exported with bars between the fields: part of the list above
mol | CHO-K1 Ca PAM | CHO-K1 Ca ag | TAAR1 ag | CHO-K1 Ca antag | OXTR potentiate | CHRM1 agonist | V1aR counter | TAAR1 antag | CHO parental Ca
O=C(Nc1ccccc1Cl)c1cccs1 | -5 | 0.6 | 6 | 9 | 6 | -5 | -0.6 | -3 | -9
O=C(CN1C(=O)S/C(=C\c2ccccc2)C1=O)Nc1cc([N+](=O)[O-])ccc1O | 6 | 5.7 | 7 | 3 | -4 | 0 | -0.3 | 20 | -22
COc1ccc(-c2cc(-c3ccccc3)n3ncnc3n2)cc1 | 21 | 1.4 | 4 | -12 | -7 | -5 | -1.1 | 17 | -14

Other structures.
SMILES	CHO-K1 Ca PAM	CHO-K1 Ca ag	TAAR1 ag	CHO-K1 Ca antag	OXTR potentiate	CHRM1 agonist	V1aR counter	TAAR1 antag	CHO parental Ca
COc1ccc(CNC(=O)C(C)NC(=O)c2cc3ccccc3o2)cc1 (stereo unspecified)	17	0.8	0	-9	2	-4	0.7	-2	-41
Cc1ccc2cc(CN(Cc3cccs3)Cc3nnnn3CC3CCCO3)c(=O)[nH]c2c1C (stereo unspecified)	-3	-0.4	6	24*	.	-5	.	-6	.
O=C(CN1C(=O)NC2(CCCCCCC2)C1=O)NCc1cccs1	11	0.3	3	-4	-6	-5	1.1	8	-7
CS(=O)(=O)NN1C(=O)c2ccccc2NC1c1cc2ccccc2nc1Cl (stereo unspecified)	1	-0.1	1	0	-6	-7	0.6	21	-7
CC(C)C[C@H](NC(=O)Nc1cccc(Cl)c1)C(=O)O	-1	-0.1	1	6	-17	1	0.3	-10	-1
Cc1ccc(-c2nn3c(C)nnc3c3ccccc23)cc1S(=O)(=O)NCc1ccco1	-2	2.2	6	-17	-5	-10	0.4	12	-21
Cc1ccc(NC(=S)N/N=C/c2ccc([N+](=O)[O-])s2)cc1	34	3.3	2	-5	-8	-6	2.3	-8	1
C=CCn1c(-c2cccn(Cc3cccc(Cl)c3)c2=O)n[nH]c1=S	-6	0.1	6	8	-2	-2	2.1	13	-9
Cc1ccc(-c2nc3nc4ccccc4nc3n2Cc2ccco2)cc1	4	-0.2	1	12	-12	-3	-0.9	5	-15
CCN(C[C@H]1N[C@@](CC)(C(=O)OC)[C@H]2C(=O)N(Cc3ccccc3)C(=O)[C@@H]12)S(=O)(=O)c1ccc(C(C)(C)C)cc1	13	-0.3	-2	0	-10	-3	0.4	-28	-24
CCn1c(-c2cccn(Cc3ccc(Cl)cc3Cl)c2=O)n[nH]c1=S	1	0.9	7	6	-7	-3	1.6	16	-16
COc1ccc(-n2c(SCC(=O)Nc3ccccc3)nc(O)cc2=O)cc1	14	0.4	6	-8	-2	-1	1.8	-22	-4
NC(=O)c1cccc(-c2ccnc3c2CC(C(=O)NCc2ccco2)O3)c1 (stereo unspecified)	15	0.5	1	-10	.	-3	.	-1	.
CC1CCc2nc(NC(=O)CN3CCN(Cc4ccc5c(c4)OCO5)CC3)sc2C1 (stereo unspecified)	8	0.0	8	-2	-12	-4	1.8	-28	-16
CCc1cc(=O)oc2cc(C)cc(OCc3nn[nH]n3)c12	12	0.1	5	-4	-8	-3	0.0	6	5
Cc1ccc(-n2c(SCn3nnc4ccccc4c3=O)nnc2-c2cccnc2)c(C)c1	13	1.0	1	-12	0	-11	-0.4	11	-19
COc1ccc2c(c1)c(C(C)=O)c(C)n2-c1ccccc1	4	10	17	4	-6	-7	-0.5	-13	-13
CCCOc1ccc(N2CC(C(=O)Nc3ccccc3OC)CC2=O)cc1 (stereo unspecified)	17	0.1	-2	-1	-12	-6	-0.6	-4	-16
CCOc1ccc(CCNC(=O)C2CCCN(S(=O)(=O)N3CCCCC3)C2)cc1OCC (stereo unspecified)	20	0.8	-1	-12	.	-2	.	-13	.
CCc1[nH]c(C(=O)O)c(C)c1C(=O)OC	18	0.6	0	-13	2	0	-0.1	-5	-12
Cc1nn(CC(=O)NCc2ccccc2Cl)c(C)c1[N+](=O)[O-]	16	1.1	4	-4	-10	-6	0.3	0	-3
CC(C)Nc1nc(-c2ccccc2CO)c2sccc2n1	-1	-0.1	-1	-1	.	-7	.	-25	.
O=C(Oc1ccc(=O)n(-c2ccccc2)n1)c1ccc(F)cc1	32	1.5	-1	-21	-3	-4	0.2	11	-15
CCOC(=O)/C=C1\SCC(=O)N1CC(O)CN1C(=O)CS/C1=C/C(=O)OCC (stereo unspecified)	15	0.0	9	-11	.	2	.	-21	.
CS/C(N)=N/N=C/c1ccc2c(c1)OCO2	-20	9.8	2	12	-1	-3	4.8	-37	-5

Structures above printed as active in TAAR1 antag.
| compound | TAAR1 ag | OXTR potentiate | CHRM1 agonist | TAAR1 antag |
| --- | --- | --- | --- | --- |
| COc1cc(CCN(C(=O)c2cc3ccccc3[nH]2)C(C)c2nc3ccccc3[nH]2)cc(OC)c1 (stereo unspecified) | 2 | . | -9 | 65* |

Further structures follow:
SMILES	CHO-K1 Ca PAM	CHO-K1 Ca ag	TAAR1 ag	CHO-K1 Ca antag	OXTR potentiate	CHRM1 agonist	V1aR counter	TAAR1 antag	CHO parental Ca
Cc1ccsc1C(=O)NC(C)c1ccc2c(c1)OCO2 (stereo unspecified)	14	0.7	2	-3	2	-6	-0.5	1	-6
COc1ccc(NC(=O)CN2CCC(C)CC2)c([N+](=O)[O-])c1	17	0.0	-2	-18	-3	-11	-1.0	-7	-11
Cc1cc(C)n(/C(=C\N(C)C)C(=O)c2cccc([N+](=O)[O-])c2)n1	6	4.9	0	2	-1	-2	1.2	-13	-5
c1ccc2c(-c3ccncc3)c[nH]c2c1	15	1.0	17	-12	-7	-4	1.3	-4	-3
CCOc1cc(NC(=O)C2CCCCC2)c(OCC)cc1NC(=O)c1ccco1	17	0.3	0	-3	-7	-1	1.4	-8	-19
N#C/C(=C\c1c(F)cccc1Cl)C(=O)NC1CC1	-5	1.8	1	1	2	-5	0.5	-29	-20
CCCNC(=O)N1CCN(C(=O)NCCC)CC1	11	-0.2	6	-7	3	-1	0.5	-8	-4
CC(C)CNC(=O)c1cc(-c2ccc3c(c2)OCO3)on1	10	2.5	3	-10	-13	-3	2.5	-11	-2
CCCOc1ccc(N2C(=O)CC(NCc3ccc(S(N)(=O)=O)cc3)C2=O)cc1 (stereo unspecified)	7	4.6	1	9	1	-7	0.4	-4	-8
Cc1cc(NC(=O)COc2cccc(Oc3ccccc3)c2)no1	0	0.2	6	3	-16	4	13	0	27
CCN(CC)C(=O)c1nc[nH]c1C(=O)O[C@@H](C)c1ccccc1	-11	0.2	11	-8	-5	-5	0.9	4	3
O=C(Nc1cccnc1N1CCOCC1)c1ccco1	3	0.5	1	9	0	0	0.5	-4	-9
O=C(NNc1nc2c(F)cccc2s1)C1=COCCO1	2	6.4	0	0	-8	-4	0.5	0	-4
